# High-throughput results as filed in PubChem BioAssay.
# TRHR ag – agonists of human TRH receptor | P34981 | activation, % at 2 µM | AID 493084 | TRHR cells, calcium flux fluo-8, FDSS agonist mode | 0.18% of 360,000 active; in the data active = activation above about 30%; note: 0% is about no effect
#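 Read-out: compound-evoked intracellular calcium rise in TRHR cells, fluo-8 dye, kinetic FDSS fluorescence at 1 s/cycle following a 10-cycle baseline. Cells cultured overnight before dye loading (30 min–1.5 h, RT).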
# POLK inh – blocks human DNA polymerase kappa activity | Q9UBT6 | purified Pol kappa, fluorescent DNA synthesis assay, 10 min | Potency, µM (doses to about 107 µM), for inactives: at the highest dose activity, negative = inhibition, usual class: inhibitors | 0.53% of 400,000 active | AID 588579; note: potency is the fitted concentration of half-maximal effect; % is set by controls: 0 for no effect and ±100 for the full control effect
#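 Here, compound and 10 nM enzyme are combined for 15 min at room temperature; adding 50 nM substrate (final) starts DNA synthesis, tracked by fluorescence at 0 and 10 min against buffer-only wells.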
# Pol beta inh – blocks human DNA polymerase beta activity; Potency, µM (titrated, usually from 114 µM), for the others: top-dose activity change, negative = inhibition, most hits filed as inhibitors; 1.3% of 340,000 active; Pol beta primer extension/strand displacement, fluorescence kinetic; P06746; note: potency is the fitted concentration of half-maximal effect; % is set by controls: 0 for no effect and ±100 for the full control effect
#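 Pol beta (10 nM) was preincubated with compound for 15 min at room temperature. The reaction was then started with 50 nM substrate and read immediately and after a further 10 min at room temperature.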
# Anesthetic bind – binds horse apoferritin like a general anesthetic. P02791. apoferritin/1-aminoanthracene competitive binding, fluorescence. Potency, µM (highest dose often 77.5 µM), for inactives: at the top dose activity change, negative = displacement, most hits filed as inhibitors. 0.074% of 350,000 active. AID 485281; note: potency is the fitted concentration of half-maximal effect; % is set by controls: 0 for no effect and ±100 for the full control effect; nearly all actives have a fitted effect of over 20% in size
# Target sequence (P02791 2-175 limits assumed): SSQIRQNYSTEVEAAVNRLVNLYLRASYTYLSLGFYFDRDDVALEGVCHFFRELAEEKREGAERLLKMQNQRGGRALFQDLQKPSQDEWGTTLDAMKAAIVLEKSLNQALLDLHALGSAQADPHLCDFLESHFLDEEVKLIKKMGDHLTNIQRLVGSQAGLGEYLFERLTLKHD
#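 10 uM apoferritin + 50% sat. 1-AMA, PBS; cpd 10 min RT; Ex380/Em535 endpoint; normalized to free probe vs complex; 4-param Hill fit; propofol titration as pos. ctrl.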
# ERG Ets-DNA blk – ERG Ets/DNA interaction inhibition | P11308 | fluorescence polarization, His-ERG Ets domain / labelled DNA | Potency, µM (highest dose often 76.9 µM), for the others: at the top dose FP activity, negative = inhibition, most hits filed as inhibitors | 0.028% of 370,000 active; active = well fitted inhibition curve with a large enough effect in the polarisation, with a control signal flat; inconclusive = small, poorly fitted or top-dose-only effect, or effect the other way, or a change in a side signal; inactive = no such curve, though single readings can be large or run the other way; the % refers to the polarisation;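 note: polarization taken with two DNA probes labelled with fluorescein and Texas red; potency is the fitted concentration of half-maximal effect; % of control where 0% means no effect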
#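 His-tagged ERG Ets domain (1 uM in the protein solution; 300mM KCl, 50mM Tris-HCl, 1mM EDTA, 1mM DTT, pH 7.5) received compound, then a probe mix of 5 nM fluorescein-DNA and 100nM Texas-615-DNA. Fluorescence polarization was read for both dyes.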
# APE1 inh – inhibitors of human APE1 endonuclease; Potency, µM (top dose mostly 65.8 µM), for inactives: at the highest dose activity change, negative = inhibition, hits mostly inhibitors; recombinant APE1, TAMRA/BHQ-2 abasic DNA cleavage fluorescence; 0.35% of 350,000 active; P27695;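 note: potency is the fitted concentration of half-maximal effect; plate controls were vehicle for no effect and reference inhibitor for full effect; nearly all actives have a fitted effect of over 55% in size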
#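 Measures dequenching upon AP-site incision of a 5'-TAMRA/3'-BHQ-2 THF-containing duplex, 50 nM; human APE1 0.75 nM after 15 min room-temperature exposure to compound; kinetic three-point read at one-minute spacing.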
# BLM helicase inh – Bloom syndrome helicase (human) inhibition. Potency, µM (doses to about 56.1 µM), without a hit: at the top dose activity change, negative = inhibition, hits mostly inhibitors. recombinant BLM DNA unwinding, fluorescence dequenching. AID 2528. 0.2% of 350,000 active. P54132;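 note: potency is the fitted concentration of half-maximal effect; plate controls were vehicle for no effect and no enzyme for full effect; nearly all actives have a fitted effect of over 35% in size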
# 12-LOX inh – ALOX12 (human) lipoxygenase inhibition | 1.1% of 580,000 active | purified 12hLO, xylenol orange hydroperoxide absorbance | Potency, µM (highest dose often 108 µM), inactives show top-dose activity change, negative = inhibition, actives largely listed as inhibitors | AID 1671190; note: potency is the fitted concentration of half-maximal effect; % is set by controls: 0 for no effect and ±100 for the full control effect
#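 Purified human 12hLO at 150 nM in 25 mM Hepes, 0.01% Triton X-100, pH 7.0, preincubated 15 min at room temperature with compound. Reaction started with 40 uM arachidonic acid, 30 min at room temperature. Hydroperoxide measured by Fe-xylenol orange, 573/405 nm absorbance ratio.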
# Pol iota inh – inhibitors of human DNA polymerase iota; Q9UNA4; Pol iota fluorescent replication assay, 10 min; Potency, µM (highest dose often 115 µM), without a hit: at the top dose activity, negative = inhibition, usual class: inhibitors; 1% of 390,000 active; note: potency is the fitted concentration of half-maximal effect
# Target sequence (Q9UNA4 whole entry, looked up): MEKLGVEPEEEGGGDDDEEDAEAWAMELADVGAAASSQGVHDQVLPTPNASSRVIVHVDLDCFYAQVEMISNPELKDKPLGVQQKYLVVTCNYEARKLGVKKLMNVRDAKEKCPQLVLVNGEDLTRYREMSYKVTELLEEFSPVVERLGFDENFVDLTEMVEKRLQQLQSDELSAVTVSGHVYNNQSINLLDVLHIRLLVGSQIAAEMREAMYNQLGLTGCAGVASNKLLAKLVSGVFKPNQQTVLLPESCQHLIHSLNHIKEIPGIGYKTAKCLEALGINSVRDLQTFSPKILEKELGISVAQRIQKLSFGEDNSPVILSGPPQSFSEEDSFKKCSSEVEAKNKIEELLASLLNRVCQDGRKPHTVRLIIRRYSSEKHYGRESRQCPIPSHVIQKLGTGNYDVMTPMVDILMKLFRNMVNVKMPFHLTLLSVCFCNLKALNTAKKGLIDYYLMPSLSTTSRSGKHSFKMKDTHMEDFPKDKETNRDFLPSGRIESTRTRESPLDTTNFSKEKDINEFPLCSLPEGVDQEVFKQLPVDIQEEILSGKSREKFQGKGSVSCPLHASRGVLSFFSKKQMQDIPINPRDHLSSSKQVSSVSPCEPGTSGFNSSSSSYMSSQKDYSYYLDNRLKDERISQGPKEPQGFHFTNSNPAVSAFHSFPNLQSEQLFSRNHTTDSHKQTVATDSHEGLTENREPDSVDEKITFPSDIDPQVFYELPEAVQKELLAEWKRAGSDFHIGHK
#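 Fluorescent replication assay read twice, at 0 min and 10 min after adding 50 nM (final) substrate. Enzyme (10 nM) and compounds were first incubated 15 min at room temperature; enzyme-free buffer wells were negative controls.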
# * marks the source's active call; other numbers are inactive results; ? = inconclusive; · = no result given; & = joins results of further samples; [ ] = remark or other dose. Unless noted, calls come from the whole dose curve; as a rule, active = well fitted curve in the direction sought with a large enough effect; inconclusive = small, poorly fitted or top-dose-only effect, or another doubt; inactive = no such curve, though single readings can be large; an effect the other way counts as inactive or inconclusive. Some of the compounds tested (hit frequency here may not be typical).
SMILES	TRHR ag	POLK inh	Pol beta inh	Anesthetic bind	ERG Ets-DNA blk	APE1 inh	BLM helicase inh	12-LOX inh	Pol iota inh
N#Cc1ccccc1-c1ccccc1C(=O)N1CCCCC1	0.4	3%	32%	1%	3%	25%	-3%	21%	-2%
CCOc1ccccc1NC(=O)C(NC(=O)C1CCC(C)CC1)C(C)C (stereo not given)	-1.0	-13%	-19%	-10%	-3%	-11%	0%	7%	7%
CCOc1ccc(-c2nnn(CC(=O)N3CCCC3)n2)cc1OCC	0.9	-1%	-1%	10%	-10%	24%	3%	2%	-6%
CC(=O)Nc1cccc(OCCCNC(=O)c2ccc(C(C)(C)C)cc2)c1	0.0	-15%	4%	-12%	-6%	-2%	-7%	30%[activator]	9%
C=C(C)CNC(=S)N/N=C(\C)c1ccc(Cl)s1	0.8	-4%	47%	3%	10%	1%	0%	?	15%
COc1ccccc1-c1nnc(SCC(=O)Nc2ccc(Cl)cc2Cl)o1	-0.5	-5%	-18%	-12%	-3%	-1%	-2%	-14%	14%
Cc1cccc(C)c1-n1ncc(C(=O)NC2CCCC2)c1C1CCN(C(=O)OC(C)(C)C)CC1	-0.4	-6%	0%	-1%	-5%	·	-3%	?	-3%
CCNc1nc(N)nc(Oc2ccc(OCc3ccccc3)nn2)n1	0.1	12%	-2%	-9%	5%	1%	3%	14%	-3%
O=C(NN=C1C2CC3CC(C2)CC1C3)c1cccs1	-0.5	-7%	22%	-3%	·	15%	-1%	4%	-7%
CCn1c(C(=O)Nc2c(C)cccc2C)cc2sc(Cl)cc21	0.2	-13%	1%	-6%	4%	·	-8%	-14%	?
CCCCCc1nc(N)c(C#N)c(-c2ccco2)c1CCCC	0.0	-2%	2%	-3%	-11%	0%	-7%	-9%	?
COC(=O)[C@]1(Cc2ccccc2)N[C@H](CN(C)S(=O)(=O)c2ccc(F)cc2)[C@@H]2C(=O)N(C)C(=O)[C@@H]21	·	-5%	·	·	-1%	38%	·	-15%	14%
CC[C@]1(C(=O)OC)[C@H]2C(=O)N(C)C(=O)[C@H]2[C@H]2CN(C)C(=NCc3ccccc3)N21	·	0%	·	·	-4%	8%	·	?	7%
COc1ccc(-c2cc(C(=O)NCC(c3ccco3)N(C)C)c3ccccc3n2)cc1OC (stereo not given)	0.4	0%	·	·	-7%	19%	·	?	30%[activator]
COc1ccc(Cl)cc1C(=O)NNC(=O)CNC(=O)c1ccc(C)s1	·	5%	·	·	-6%	1%	·	5%	36%[activator]
COc1ccc(CCN(Cc2cc3cccc(C)c3[nH]c2=O)C(=O)N2CCCC2)cc1OC	-1.7	-8%	-17%	-6%	-4%	1%	1%	-9%	10%
CCn1nc(C)c(CNC(=O)c2cc(COc3cncc(Cl)c3)on2)c1C	-0.1	2%	1%	2%	-2%	-3%	0%	1%	34%
COC(=O)Cn1cnc2sc(C)c(S(=O)(=O)N3CCN(c4ccccc4OC)CC3)c2c1=O	0.5	-9%	2%	-2%	-6%	-8%	1%	1%	-2%
Cc1ccc(-c2csc(NC(=O)c3ccc(F)cc3)c2C(=O)O)cc1	-1.1	4%	-3%	3%	7%	42%[activator]	1%	1%	-11%
CCc1ccccc1NC(=O)CN(C)C(=O)COc1ccc(C)nc1[N+](=O)[O-]	0.6	-21%	18%	-11%	·	?	1%	-8%	16%
Cc1cccc(NC(=O)CN(C2=NC3CS(=O)(=O)CC3S2)c2ccccc2F)c1 (stereo not given)	0.1	-4%	28%	-15%	3%	33%	0%	1%	-4%
O=C(c1cnn2ccccc12)N1CCc2ccccc21	-0.6	5%	-4%	-23%	1%	12%	1%	2%	-2%
O=C(CCNC(=O)c1ccc([N+](=O)[O-])cc1)NCCCN1CCCC1=O	0.7	-11%	27%	-1%	2%	2%	-7%	23%	10%
COc1ccc(NC(=O)CCNS(=O)(=O)c2cccc3nonc23)c(OC)c1	-0.1&-0.4	-20%&1%	8%&32%	-3%&-5%	-6%&-6%	25%	-2%&1%	?	4%&3%
O=C(NCCN1CCN(c2cccc(Cl)c2)CC1)c1ccc(CSc2nc3ccncc3[nH]2)cc1	1.1	-4%	0%	-21%	0%	2%	1%	8%	21%

# 3 entries picked at random from the list so far, as already listed:
SMILES	TRHR ag	POLK inh	Pol beta inh	Anesthetic bind	ERG Ets-DNA blk	APE1 inh	BLM helicase inh	12-LOX inh	Pol iota inh
N#Cc1ccccc1-c1ccccc1C(=O)N1CCCCC1	0.4	3%	32%	1%	3%	25%	-3%	21%	-2%
O=C(CCNC(=O)c1ccc([N+](=O)[O-])cc1)NCCCN1CCCC1=O	0.7	-11%	27%	-1%	2%	2%	-7%	23%	10%
CCc1ccccc1NC(=O)CN(C)C(=O)COc1ccc(C)nc1[N+](=O)[O-]	0.6	-21%	18%	-11%	·	?	1%	-8%	16%

# Further entries.
SMILES	TRHR ag	POLK inh	Pol beta inh	Anesthetic bind	ERG Ets-DNA blk	APE1 inh	BLM helicase inh	12-LOX inh	Pol iota inh
O=C(O)c1cccc2c1C(=O)N(C1CCCCC1)C2	0.3	?	3%	4%	-7%	-4%	-1%	26%	?
CCCN1CCN(CCCNC(=O)c2ccc3c(Cl)c4c(nc3c2)CCCC4)CC1	0.1	6%	22%	-1%	-11%	20%	2%	12%	30%[activator]
CCOC(=O)c1c(SCC(=O)Nc2nc3ccccc3s2)nc(=O)[nH]c1C	0.5	-17%[60.1 µM]	-21%	-13%	8%	·	-7%	5%	?
CC(C)(C)C1CCc2onc(C(=O)Nc3ccc(F)cc3F)c2C1 (stereo not given)	0.1	-3%	0%	-21%	10%	-5%	-7%	0%	-10%[58.9 µM]
CC(C(=O)NCc1cccc(Cl)c1)N1C(=O)c2ccccc2C1=O (stereo not given)	-0.4	-12%	-1%	8%	-1%	23%	-2%	-21%	4%
COC(=O)CN(c1ccc(C)c(Cl)c1)S(C)(=O)=O	-0.7	-5%	7%	-11%	-1%	18%	4%	?	10%
CCCOc1ccc(C(CC(=O)O)NC(=O)C23CC4CC(CC(C4)C2)C3)cc1 (stereo not given)	1.3	-4%	-1%	-9%	6%	2%	3%	10%	-11%
Cc1ccc2c(c1)Sc1ccccc1CC2=O	-2.0	-4%	0%	?	-2%	-4%	-8%	1%	4%
CC(C)(C)c1ccc(C(=O)NNc2cc(Cl)cc(Cl)c2)cc1	1.0	6%	2%	3%	10%	?	41%[activator]	148%[activator]	0%
COc1cnc(-c2ccccn2)nc1Sc1ccccc1Cl	-0.4	-14%	2%	-24%	-7%	5%	3%	?	6%
CC1CCCCN1C(=O)CSc1nnc(-c2ccco2)n1C (stereo not given)	-0.4	-7%	45%	8%	-2%	1%	-3%	-7%	-16%
CCOC(=O)c1c(NC(=O)C[n+]2ccc(Cc3ccccc3)cc2)sc(C)c1C	-0.6	-6%	7%	-18%	9%	1%	54%[activator]	45µM*	13%
O=C(c1ccc2ccccc2c1)c1c[nH]cc1-c1ccccc1	0.1	-2%	-4%	-12%	-3%	4%	-2%	0%	-10%
OCc1cnc(SCc2cccc(F)c2)n1Cc1ccc(F)cc1	-0.2	-3%[60.1 µM]	1%	57%[activator]	0%	·	-1%	-10%	8%
Cc1ccc(NC(=O)C(CC(C)C)N2Cc3ccccc3C2=O)cc1F (stereo not given)	0.3	-4%	4%	-6%	1%	·	-2%	4%	16%
CC(C)C(=O)Nc1cccc(-c2cn3ccsc3n2)c1	0.2	-11%	2%	1%	-9%	-3%	-2%	128%[activator]	13%
OC1CCCN(Cc2c3ccccc3cc3ccccc23)C1 (stereo not given)	0.1	-19%	?	44%[activator]	·	-9%	67%[activator]	-21%	?
COc1ccc(CCNC(=O)c2ccc3c(c2)nc2n3CCC(C)C2)cc1OC (stereo not given)	0.0	-2%[60.1 µM]	24%	51%[activator]	-1%	·	0%	-9%	1%
CC(=O)N1CC=C2C(C#N)=C(N)C(C#N)(C#N)C(C)C2C1 (stereo not given)	0.9	-25%	21%	16%	-2%	15%	0%	0%	?
CCOC(=O)C1(Cc2ccc(Cl)cc2)CCN(CCCn2cccn2)CC1	-0.6	6%	26%	-6%	-1%	4%	-6%	-26%	6%
CN(C)c1ccc(NC(=O)CN2CCN(CC(=O)Nc3ccc(F)cc3)CC2)cc1	-0.1	-15%	25%	-1%	0%	-1%	-2%	0%	0%
O=C(CSc1n[nH]c(-c2cccnc2)n1)Nc1ccnc2ccccc12	-0.1	0%	14%	-13%	-6%	-10%	4%	?	-8%
CCOC(=O)CSc1nnc(C2CCCCC2)n1C	-0.1	-13%	29%	-19%	2%	8%	-3%	0%	7%
Cc1csc(SC(C)C(=O)NCC2CCCCC2)n1 (stereo not given)	-0.9	-5%	6%	-6%	6%	3%	-3%	17%	164%[activator]
O=C1C(Cc2ccccc2)Nc2ncnc(N3CCOCC3)c2N1Cc1ccc(Cl)cc1 (stereo not given)	0.2	-3%	·	·	-2%	-16%	·	?	21%
O=C(NC1=NCCS1)c1cc(-c2cccc(Br)c2)nc2ccccc12	-0.1	-20%	0%	-2%	?	-1%	-5%	1%	16%
NS(=O)(=O)c1cccc(NC(=O)CSc2nnc3n2CCCCC3)c1	·	-10%	·	·	7%	29%	·	-14%	6%
C=CCc1c(C)nc2cc(-c3ccccc3)[nH]n2c1=O	-0.5	-4%	-2%	-10%	0%	41%	-3%	7%	20%
CCCCCOc1ccc(NC(=O)c2cc(SC)ccc2Cl)cc1	-0.6	6%	20%	6%	-13%	2%	-2%	17%	25%
CCC(=O)OC1c2ccccc2C(=O)N1Cc1ccccc1 (stereo not given)	0.5	-10%	19%	-12%	-8%	-2%	1%	0%	-23%
